# EBI2 block = EBI2 receptor antagonists, beta-arrestin recruitment, primary screen, cell-based, luminescence, 7a,25-OHC stimulation, uHTS. G-protein coupled receptor 183 (Homo sapiens), P32249. 7a,25-OHC stimulated. inhibition, % at 5 µM. 360,000 compounds, 0.81% hits. AID 651636, 2012; in the data active = inhibition above about 38%;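 note: enzyme fragment complementation signal reports receptor beta-arrestin coupling in cells; 0% = agonist plus DMSO wells and 100% = wells without agonist; some results beyond the cut were filed as inactive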
# Target sequence (P32249 whole entry, looked up, the tested form may be a part): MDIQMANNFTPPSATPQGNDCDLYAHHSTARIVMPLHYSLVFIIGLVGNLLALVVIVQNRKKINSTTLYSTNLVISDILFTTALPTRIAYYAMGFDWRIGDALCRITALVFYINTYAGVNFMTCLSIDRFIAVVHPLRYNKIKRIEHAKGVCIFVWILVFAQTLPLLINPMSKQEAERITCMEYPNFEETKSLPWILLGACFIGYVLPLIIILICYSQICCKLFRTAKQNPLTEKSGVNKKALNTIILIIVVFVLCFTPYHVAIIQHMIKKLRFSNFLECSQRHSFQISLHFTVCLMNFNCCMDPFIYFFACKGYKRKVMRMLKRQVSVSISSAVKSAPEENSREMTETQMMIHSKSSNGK
# CXCR6 block = CXCR6 receptor inhibitors, primary screen, cell-based, beta-arrestin, luminescence, CHO-K1 PathHunter, 1536-well; C-X-C chemokine receptor type 6 (Homo sapiens), O00574; inhibition, % at 20 µM; 360,000 compounds, 0.36% hits; in the data active = inhibition above about 34%, passing the limit was not always enough;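 note: antagonist mode with CXCL16 agonist at 10 nM final; 0% = 10 nM CXCL16 with DMSO and 100% = unstimulated wells without agonist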
# Target sequence (O00574 whole entry, looked up): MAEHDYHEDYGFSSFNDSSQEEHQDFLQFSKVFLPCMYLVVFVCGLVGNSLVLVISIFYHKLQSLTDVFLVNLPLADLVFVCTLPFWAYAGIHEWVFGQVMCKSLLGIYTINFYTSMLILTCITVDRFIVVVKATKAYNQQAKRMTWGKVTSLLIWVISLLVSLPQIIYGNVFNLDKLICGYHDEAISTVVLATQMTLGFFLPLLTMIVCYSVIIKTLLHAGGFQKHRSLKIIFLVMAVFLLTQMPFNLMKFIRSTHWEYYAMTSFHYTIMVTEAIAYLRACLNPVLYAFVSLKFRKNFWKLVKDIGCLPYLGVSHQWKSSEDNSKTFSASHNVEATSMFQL
# * = called active by the depositor. An excerpt; the hit share may differ from the screen's.
SMILES,EBI2 block,CXCR6 block
Cc1ccc(S(=O)(=O)N2C[C@H]3C(=O)C[C@@H](c4ccccc4)N(S(=O)(=O)c4ccc(C)cc4)[C@H]3C[C@H]2c2cccc(Cl)c2)cc1,10,2
Cc1ccccc1S(=O)(=O)NC(=O)C1(C)CCN1C(=O)CC1CCCC1 (stereo not given),-8,1
Cc1ccc2ccc(C#N)cc2c1O,-6,-5
CCCCN(C)C(=O)c1sc(=O)n(Cc2ccccc2C#N)c1C,2,8
Fc1ccc(-c2nc3ccc(Cl)cn3c2Cc2ccccc2C(F)(F)F)cc1,-7,-1
COc1ccc(Cl)cc1CNC[C@H]1O[C@@H](n2ccc(N)nc2=O)[C@H](O)[C@@H]1O,1,-3
CC(=O)N1CCC(C(=O)Nc2cc(S(=O)(=O)N3CCCCC3)ccc2C)CC1,-2,-12
CC(C)c1cccc(-c2csc(C(O)c3ccccc3)n2)c1 (stereo not given),1,-12
C[C@@H]1CN([C@H](C)CO)C(=O)CCCn2nncc2CO[C@@H]1CN(C)C(=O)c1cc(-c2ccccc2)on1,-5,-6
C[C@@H]1CN([C@H](C)CO)C(=O)CCCn2cc(nn2)CO[C@H]1CN(C)S(=O)(=O)c1ccc(F)cc1,-4,10
COCCNC(=S)N(C)[C@H]1C[C@H]2c3cc(Oc4ccccc4C)ccc3CCN2C(=O)[C@H]1[C@H](C)O,-6,3
C=CCN(CC=C)Cc1cc(=O)oc2cc(OC)c(Cl)cc12,15,0
Cc1cc(C(=O)N2CCC2(C)C(=O)NS(=O)(=O)c2cccc(OC(F)F)c2)nn1C (stereo not given),-3,2
CCc1nc2ccc(C(=O)NC(C)(C)C)cn2c1N(CC)Cc1cccc(Br)c1,16,-1
CCOC(=O)C1=CCN(S(=O)(=O)c2ccc(F)cc2)C1c1cccc(Cl)c1 (stereo not given),20,9
Cc1cccnc1C(c1ccc(F)cc1)N(C)C(=O)C1CCN(CCOc2ccc(Cl)cc2Cl)CC1 (stereo not given),14,5
O=C(CCCN1C(=O)/C(=C\c2cccc(Br)c2)SC1=S)Nc1ccc(C(=O)O)cc1,1,7
O=C(CCNC(=O)N1CC(=O)Nc2ccccc21)NCc1cccc(C(F)(F)F)c1,1,0
CCOC(=O)[C@]12CCC=C1N(Cc1ccc3c(c1)OCO3)C(=O)[C@H](CC(=O)NCc1cccs1)C2,-5,-1
C[C@H](CO)N1C[C@H](C)[C@H](CN(C)S(=O)(=O)c2ccccc2)OCc2ccccc2-c2c(n(C)c3ccccc23)C1=O,0,-1
Fc1ccc(NC(=S)SCc2ccc3c(c2)OCO3)cc1F,0,-6
CCOC(=O)c1c(-c2cc(OC)c(OC)c(OC)c2)csc1NC(=O)c1ccccc1,26,3
COc1ccc(C(=O)N2C=Cc3ccccc3C2C(N)=O)cc1 (stereo not given),-16,1
COc1cc(C=C2CCCC(=Cc3ccc(OCC4CO4)c(OC)c3)C2=O)ccc1OCC1CO1 (stereo not given),-29,0
O=C(CC[C@H]1O[C@@H](n2ccc(=O)[nH]c2=O)[C@H](O)[C@@H]1O)N[C@H](Cc1ccccc1)C(=O)NCCCc1ccccc1,-3,-4
CCn1nccc1NC(=O)c1csc([C@@H]2O[C@H](CO)[C@H](O)[C@H](O)[C@H]2O)n1,-3,-1
COc1cc(C(=O)N2CCCCC2c2cc(C(=O)N3CCOCC3)no2)cc(OC)c1C (stereo not given),3,0
CCOC(=O)Cn1cc(Cn2c3ccccc3c(=O)n2C(C)C)nn1,-6,1
COC(=O)[C@@]1(Cc2ccc(OC)cc2)[C@H]2c3cc(C(=O)N4CCCC4)n(Cc4ccc(S(C)(=O)=O)cc4)c3C[C@H]2CN1C(=O)c1ccccc1,2,8
COCCNC(=O)C1CCCN(Cc2ccc(C#N)cc2)CC1 (stereo not given),-2,0
Cc1cnc(CNC(=O)c2ccc3sc([C@@H]4O[C@H](CO)[C@H](O)[C@H](O)[C@H]4O)nc3c2)cn1,6,3
Cc1ccc(S(=O)c2ccc([N+](=O)[O-])c3nonc23)cc1 (stereo not given),-15,13
Cc1noc(C)c1NC(=O)N(C)C[C@@H]1OCc2cnnn2CCCC(=O)N([C@@H](C)CO)C[C@@H]1C,-3,-5
COc1cccc2sc(=NC(=O)CS(=O)(=O)c3ccccc3)n(C)c12,-2,2
COc1cccc(C(C)(O)c2nc(-c3cncnc3)cs2)c1 (stereo not given),7,-7
C#CCNC(=O)C[C@@H]1C[C@@]2(C(=O)OCC)CCCC=C2N(Cc2cccc3ccccc23)C1=O,13,-1
O=C1NC[C@@H](CCCCN2CCN(CC3CCCCC3)C(=O)C2=O)N(CCC2CCCCC2)C1=O,-4,0
CC1(C(=O)Nc2cccc(NS(C)(=O)=O)c2)Cc2c(-c3ccc(C(N)=O)cc3)ccnc2O1 (stereo not given),-6,3
O=C(CC[C@H]1O[C@@H](n2cnc3c(NC(=O)c4ccccc4)ncnc32)[C@H](O)[C@@H]1O)NCC(F)(F)F,0,-3
O=C(NCc1ccccn1)[C@@H]1CCCN1C(=O)[C@@H]1CCCN1C(=O)c1cccs1,1,-3
CCN(CC)Cc1cc(Oc2ccc(O)c(CN(CC)CC)c2)ccc1O,-3,-6
COc1ccc(Cn2cc(CN(C)C3CN(Cc4cn(Cc5ccc(OC)cc5)nn4)S(=O)(=O)C3)nn2)cc1 (stereo not given),-9,-6
COc1ccc(S(=O)(=O)N2CCC(C(=O)NCCC(=O)NCc3ccccn3)CC2)cc1,-1,2
Cc1ccc2nc(C3CCCCC3)c(Cc3ccsc3)n2c1,13,-1
COc1ccc(NC(=O)C2(C)CCN2Cc2ccc(OC)c3ccccc23)cc1OC (stereo not given),5,1
C[C@@H]1CN([C@H](C)CO)C(=O)c2cc(Br)cnc2O[C@@H]1CN(C)Cc1ccc(F)cc1,-3,-2
Cn1cc(-c2ccc3c(c2)OCO3)c2ccccc21,2,0
c1ccc(COc2ncnc3c2ncn3CCCN2CCN(c3ncccn3)CC2)cc1,-5,3
CC1(C(=O)O)CCCN(C(=O)c2cc3ccccc3s2)C1 (stereo not given),-6,3
COc1cc(C(=O)N2CCCCC2c2cc(C(=O)NCc3cccnc3)no2)cc(OC)c1C (stereo not given),6,1
O=C1NC[C@H](Cc2ccccc2)N(C[C@@H]2CCCN2C[C@H](Cc2ccc(O)cc2)N2C[C@H](Cc3ccc(O)cc3)N(CC3CCCCC3)C(=O)C2=O)C1=O,-28,-4
COc1cccc(C(O)c2nc(/C=C/c3ccccc3)cs2)c1 (stereo not given),-4,-7
CNC[C@@H]1Oc2cc(Br)ccc2S(=O)(=O)N([C@H](C)CO)C[C@@H]1C,-10,4
Nc1ncnc2c1ccn2[C@H]1CN(Cc2ccc(Cl)cc2)C[C@@H](CO)O1,5,-10
COc1ccc(N(C)S(=O)(=O)c2cccc(C(=O)OCC(=O)Nc3cc(C)ccc3OC)c2)cc1,-9,-1
COc1ccc(S(=O)(=O)N2CCC(C(=O)NCCC(=O)NCc3cccnc3)CC2)cc1,-3,2
Cc1cccc(-c2ccc3[nH]c4c(c3c2)CCN2C[C@@H]([C@H](C)OC(=O)Nc3ccccc3C)[C@@H](N(C)C(=O)Nc3ccccc3C)C[C@@H]42)c1,12,5
CC(C)c1ccc(NC(=O)Nc2nnc([C@H]3C[C@H](O)[C@@H](CO)O3)s2)cc1,4,0
CN(C)c1ccc(/C=C/CNC[C@H]2O[C@@H](n3ccc(N)nc3=O)[C@H](O)[C@@H]2O)cc1,4,0
C[C@H]1Cn2cnc(C(=O)N[C@H](C)c3ccccc3)c2C(=O)N1,-8,4
# Other records
SMILES,EBI2 block,CXCR6 block
CC(C)C[C@H]1COc2cc(N3CC[C@@H](O)C3)ccc2S(=O)(=O)N1,-2,-7
COc1cc(CN2CCC(C(=O)NC(C)(C)C)CC2)ccc1OCc1ccccc1,-3,-5
C[C@@H]1CN([C@H](C)CO)C(=O)CCCn2nncc2CO[C@@H]1CN(C)C(=O)c1ccc(N2CCN(C)CC2)cc1,1,19
CN1CCN(C2CN(Cc3cn(Cc4cccc(C(F)(F)F)c4)nn3)S(=O)(=O)C2)CC1 (stereo not given),-11,5
COc1ccc(-c2cc(N3CCN(CCO)CC3)n3nccc3n2)cc1,-6,0
O=C1c2ccccc2C(=O)N1C1C=CC=CC=C1,-9,2
C[C@@H]1CN([C@@H](C)CO)C(=O)c2cc(/C=C/c3ccccc3)cnc2O[C@@H]1CN(C)S(=O)(=O)c1ccc(F)cc1,-1,-3
CCOC(=O)Cn1nc2oc(=O)c(CCN3CCN(c4ccccc4OC)CC3)c(C)c2c1C,-6,5
CCCNC(=O)C1(C)CCN(Cc2cc(-c3ccccc3)on2)C1 (stereo not given),8,0
CCOC(=O)C1=CCN(S(=O)(=O)c2cccc(Cl)c2)C1c1cccc(C)c1 (stereo not given),5,12
CCCCCCN1CCN(C2CN(Cc3ccc([N+](=O)[O-])cc3)S(=O)(=O)C2)CC1 (stereo not given),-4,-10
COCC#Cc1ccc2c(c1)O[C@@H](CN(C)C(=O)Nc1ccc(OC)cc1)[C@H](C)CN([C@H](C)CO)S2(=O)=O,-5,-1

# Look-ups from the list:
# EBI2 block, `CCCCCCN1CCN(C2CN(Cc3ccc([N+](=O)[O-])cc3)S(=O)(=O)C2)CC1` (stereo not given) reads -4
# CXCR6 block, `CCOC(=O)C1=CCN(S(=O)(=O)c2cccc(Cl)c2)C1c1cccc(C)c1` (stereo not given) reads 12
# EBI2 block, `O=C1c2ccccc2C(=O)N1C1C=CC=CC=C1` reads -9

# Rewritten with values under each structure: 2 of the compounds above
# Every second line gives: EBI2 block, CXCR6 block
C[C@@H]1CN([C@@H](C)CO)C(=O)c2cc(/C=C/c3ccccc3)cnc2O[C@@H]1CN(C)S(=O)(=O)c1ccc(F)cc1
 : -1, -3
C[C@@H]1CN([C@H](C)CO)C(=O)CCCn2nncc2CO[C@@H]1CN(C)C(=O)c1ccc(N2CCN(C)CC2)cc1
 : 1, 19

# Next section:
SMILES,EBI2 block,CXCR6 block
COc1ccccc1N=NNc1ccccc1OC,-19,16
C[C@@H]1CN([C@@H](C)CO)C(=O)CCCn2nncc2CO[C@@H]1CN(C)S(C)(=O)=O,0,4
COCCNc1nc(NCc2cnc(C)cn2)c2sccc2n1,-6,2
COCCNC(=O)C1(C)CCN(C(=O)c2ccc(OC)c(F)c2)C1 (stereo not given),-5,-3
Cc1nc(C(F)(F)F)ccc1C(=O)N1CCCCCC1(C)C(=O)NCC(C)C (stereo not given),-3,-6
C[C@H](CO)N1C[C@H](C)[C@H](CN(C)S(=O)(=O)c2ccccc2C#N)OCc2cnnn2CCCC1=O,-7,3
CCOC(=O)C1(C)CCCN(C(=O)c2ccc(OC)c(OC)c2)C1 (stereo not given),7,-4
CC(=O)NC(C)(c1ccccc1)c1nc(-c2ccc(N(C)C)cc2)cs1 (stereo not given),12,2
O=C(COC(=O)c1cccc(F)c1)Nc1cccc(S(=O)(=O)N2CCCCC2)c1,1,-2
CC1(C(=O)Nc2cccc(Oc3ccccc3)c2)CCN1Cc1cccc2c1OCO2 (stereo not given),26,4
COCCCN1C(=O)C(CC(=O)NCCc2ccccn2)CC(C(=O)N2CCCCCC2)=C1C (stereo not given),-8,4
Fc1ccc(Nc2nc(NCc3ccccc3)nc3ccsc23)cc1,0,-16

# 6 compounds picked at random from those above, as already listed:
SMILES,EBI2 block,CXCR6 block
O=C(COC(=O)c1cccc(F)c1)Nc1cccc(S(=O)(=O)N2CCCCC2)c1,1,-2
C[C@@H]1CN([C@@H](C)CO)C(=O)c2cc(/C=C/c3ccccc3)cnc2O[C@@H]1CN(C)S(=O)(=O)c1ccc(F)cc1,-1,-3
COc1ccc(S(=O)(=O)N2CCC(C(=O)NCCC(=O)NCc3cccnc3)CC2)cc1,-3,2
COc1cccc2sc(=NC(=O)CS(=O)(=O)c3ccccc3)n(C)c12,-2,2
CCOC(=O)C1=CCN(S(=O)(=O)c2cccc(Cl)c2)C1c1cccc(C)c1 (stereo not given),5,12
O=C1c2ccccc2C(=O)N1C1C=CC=CC=C1,-9,2

# Continued.
SMILES,EBI2 block,CXCR6 block
COc1ccc(-c2c(-c3ccsc3)oc3c2C(O)CCC3)cn1 (stereo not given),-4,-8
CCN(CC(=O)Nc1ccc2c(c1)OCCO2)C(=O)COc1ccc(C(C)=O)cc1,4,-2
CCCOc1ccc(F)cc1-c1cc(C(=O)NCCOC)[nH]n1,4,2
C[C@H](NC(=O)c1ccccc1)C(=O)OCC(=O)Nc1ccc(Cl)cn1,0,9
CCOC(=O)C1=CCN(S(=O)(=O)c2ccc(C)cc2)C1c1cccc2ccccc12 (stereo not given),14,1
S=c1[nH]cc2cnccn12,-24,2
C=CCC1(CC=C)CCCN1C(=O)C1CCC(=O)N(Cc2ccc(Cl)cc2)C1 (stereo not given),28,5
Cc1ccc(C(=O)OCC(=O)NC2CCCCCCC2)cc1C,-7,-2
CCOC(=O)C1(C)CCCN(C(=O)c2ccc(F)c(Cl)c2)C1 (stereo not given),-2,1
COc1ccccc1N1CCN(S(=O)(=O)c2ccc([N+](=O)[O-])cc2)CC1,-5,-4
O=C1C(c2ccccc2)CN1Cc1ccccc1 (stereo not given),3,6
C[C@@H](c1ccccc1)N1C[C@@H](COCc2ccccc2)Oc2cc(N3CC[C@H](O)C3)ccc2S1(=O)=O,13,5

# Bioassay records from PubChem BioAssay.
